Screens (PubChem BioAssay)
MmCpn inh = Inhibitors of TCP-1 ring complex (TRiC) of Methanococcus maripaludis (MmCpn): qHTS; Chaperonin Mm-Cpn (Methanococcus maripaludis); purified Mm-Cpn ATPase, ADP Transcreener TR-FRET; Potency, µM (highest dose often 76.9 µM), for inactives: at the top dose activity, negative = inhibition, actives largely listed as inhibitors; 330,000 tested, 0.031% active; AID 504842, 2011; also: potency is read from the fitted curve at half-maximal effect; % is scaled to controls: 0 for no effect and ±100 for the full control effect; nearly all actives have a fitted effect of over 80% in size
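Eu-cryptate anti-ADP/ADP-d2 competition gives a ratio inversely related to ADP. Enzyme at 25 nM was pre-exposed to compound for 10 min, then given 10 uM ATP for 30 min, 37°C throughout.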
TDP43 rescue = qHTS of TDP-43 Inhibitors; 410,000 tested, 1.8% active; TDP-43 expressing yeast growth rescue, BacTiter-Glo, 24 h; Potency, µM (highest dose often 46.1 µM), without a hit: at the highest dose growth rescue (activation), actives largely listed as activators; also: potency is read from the fitted curve at half-maximal effect; % of control where 0% means no effect; nearly all actives have a fitted effect of over 50% in size
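Yeast cells expressing TDP-43 under galactose induction are exposed to compounds for 24 hr at 30 deg C. BacTiter-Glo luminescence measures growth, so protective compounds score as activators.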
Akt phos inh = HTS Assay for Inhibitors of Akt Phophorylation: Primary Screen; activity change, % for hits at 50 µM; Neuro2A IGF-stimulated pAkt S473 HTRF, 20 min; active compounds read low; AID 651550, 2012; 360,000 tested, 0.32% active; in the data active = activity change below about -80%; inconclusive = mostly about -51% to -80%; also: % is scaled to controls: 0 for no effect and ±100 for the full control effect
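Single-point screen (50 µM final compound) in Neuro2A cells stimulated 20 min with 6 nM IGF at 37 deg C. After lysis, Ser473-phosphorylated Akt read by HTRF (ex 330 nm, em 615/665 nm) as the 665/615 ratio.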
FUS suppressor = qHTS for Suppressors of FUS Proteinopathy: Primary screen using FUS-linked yeast assay. S. cerevisiae FUS-expressing, growth rescue, OD600, 24 h. Potency, µM (top dose mostly 76.6 µM), without a hit: at the top dose growth rescue (activation), usual class: activators. 390,000 tested, 0.24% active;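 also: potency is read from the fitted curve at half-maximal effect; plate controls were DMSO vehicle for no effect and reference control for full effect; nearly all actives have a fitted effect of over 55% in size; some results filed as inactive show a strong effect at the top dose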
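S. cerevisiae expressing FUS from galactose induction served as the toxicity model. Growth after 24hr at 30C, read as absorbance at 600 nm, indicates suppression of toxicity; compounds dosed at several concentrations.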
HEK293 tox = qHTS of GLP-1 Receptor Inverse Agonists: Cytotox Screen. HEK293 cAMP-luciferase reporter cells, luminescence, 24 h. Potency, µM (top dose mostly 38.3 µM), for the others: top-dose activity change, negative = inhibition, usual class: inhibitors. 410,000 tested, 0.13% active;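 also: loss of luciferase light is scored as toxicity; potency is read from the fitted curve at half-maximal effect; % is scaled to controls: 0 for no effect and ±100 for the full control effect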
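Here, cytotoxicity is scored as loss of luminescence. The MLSMR collection was tested on cells seeded in medium containing 10% Nu serum, with a 24 hr compound exposure preceded by 12 hours of culture.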
PTHR1 agonist = qHTS for PTHR1 Agonists: Primary Screen; HEK293 GP2 PTHR1 cells, GloSensor cAMP luminescence, 1 h; 410,000 tested, 0.075% active; Potency, µM (doses to about 115 µM), for inactives: at the top dose activation, actives largely listed as activators; also: potency is read from the fitted curve at half-maximal effect; nearly all actives have a fitted effect of over 55% in size; some results filed as inactive show a strong effect at the top dose; inactives centre near -15; many of its hits are not listed in these tables
Target sequence (Q03431 whole entry, looked up): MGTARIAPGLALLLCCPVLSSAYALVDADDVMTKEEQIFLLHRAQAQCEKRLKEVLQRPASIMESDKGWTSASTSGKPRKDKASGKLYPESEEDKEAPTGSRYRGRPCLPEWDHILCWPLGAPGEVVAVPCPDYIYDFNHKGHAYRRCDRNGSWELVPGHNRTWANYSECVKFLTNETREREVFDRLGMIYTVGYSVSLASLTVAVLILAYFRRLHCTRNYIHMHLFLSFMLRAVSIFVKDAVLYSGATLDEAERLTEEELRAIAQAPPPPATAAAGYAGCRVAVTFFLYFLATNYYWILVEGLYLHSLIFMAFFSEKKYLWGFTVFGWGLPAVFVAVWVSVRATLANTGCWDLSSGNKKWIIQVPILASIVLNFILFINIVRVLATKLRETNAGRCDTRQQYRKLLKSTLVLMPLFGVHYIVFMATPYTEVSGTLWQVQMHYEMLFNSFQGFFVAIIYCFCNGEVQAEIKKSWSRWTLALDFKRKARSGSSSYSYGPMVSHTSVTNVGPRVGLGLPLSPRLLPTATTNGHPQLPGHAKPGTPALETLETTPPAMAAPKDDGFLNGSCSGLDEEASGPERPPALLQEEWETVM
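HEK-293-derived GP2 cells expressing PTHR1 and a GloSensor cAMP reporter, 3,000/well, plated overnight, given luciferin plus IBMX (each 0.5 mM as added) for 1 h at 37 °C, then compound for 1 h at 37 °C. Luminescence was read after 15 min at room temperature.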
aSyn rescue = qHTS of alpha-syn Inhibitors; Yeast expressing alpha-synuclein, growth rescue, BacTiter-Glo, 24 h; Potency, µM (titrated, usually from 46.1 µM), inactives show at the highest dose growth rescue (activation), actives largely listed as activators; 370,000 tested, 0.14% active; AID 652106, 2013; also: potency is read from the fitted curve at half-maximal effect; % of control where 0% means no effect; nearly all actives have a fitted effect of over 65% in size
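Readout is rescue of growth in alpha-synuclein-expressing yeast, so inhibitors of toxicity appear as activators. Growth after 24 hr at 30 deg C in galactose medium is quantified by luminescence.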
Abeta yeast res = qHTS for compounds that reverse cellular toxicity of Amyloid beta (A-beta) peptide in yeast: Primary Screen. yeast expressing A-beta42, growth rescue, OD600, 48 h; response scale: 0% DMSO, 100% iron-clioquinol control. AID 1347071, 2019. 410,000 tested, 0.063% active. Potency, µM (highest dose often 46.1 µM), for inactives: top-dose growth rescue, most hits filed as activators; also: potency is read from the fitted curve at half-maximal effect; nearly all actives have a fitted effect of over 55% in size
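Yeast growth medium received pinned compounds, then yeast cells expressing toxic A-beta were added; plates incubated at 30 C for 48 hr. Growth read as absorbance at 600 nm, normalized to DMSO and equimolar FeCl3 plus clioquinol controls.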
GLP1R inv ag = qHTS of GLP-1 Receptor Inverse Agonists (Inhibition Mode) | Glucagon-like peptide 1 receptor (Homo sapiens), P43220 | HEK293 GLP-1R CRE-luciferase, luminescence, 24 h; GLP-1R form is constitutively active | Potency, µM (series often up to 38.3 µM), for inactives: at the top dose activity change, negative = inhibition, hits mostly inhibitors | 410,000 tested, 1.6% active | AID 624417, 2012; also: potency is read from the fitted curve at half-maximal effect; % is scaled to controls: 0 for no effect and ±100 for the full control effect; nearly all actives have a fitted effect of over 55% in size
Target sequence (P43220 whole entry, looked up): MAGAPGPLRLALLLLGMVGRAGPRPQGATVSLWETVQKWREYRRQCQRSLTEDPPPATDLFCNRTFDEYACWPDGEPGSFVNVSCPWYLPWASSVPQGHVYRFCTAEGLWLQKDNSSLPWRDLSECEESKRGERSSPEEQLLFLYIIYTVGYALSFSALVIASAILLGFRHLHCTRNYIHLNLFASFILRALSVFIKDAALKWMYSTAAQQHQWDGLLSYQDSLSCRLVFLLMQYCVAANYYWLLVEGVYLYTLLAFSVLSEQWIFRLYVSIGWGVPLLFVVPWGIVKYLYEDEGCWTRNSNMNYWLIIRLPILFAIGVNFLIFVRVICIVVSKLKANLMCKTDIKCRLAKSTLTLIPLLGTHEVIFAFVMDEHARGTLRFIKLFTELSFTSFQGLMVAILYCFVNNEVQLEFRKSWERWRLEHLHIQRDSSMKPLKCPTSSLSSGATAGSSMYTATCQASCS
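HEK293 cells stably co-expressing a cAMP-responsive luciferase reporter and constitutively active GLP-1R were seeded, incubated 12 h, then exposed to compounds for 24 h at 37 C. Luminescence was read 12 min after detection reagent; inverse agonists lower signal.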
* marks the source's active call; other numbers are inactive results; i = inactive; ? = inconclusive; · = not tested or not shown; & = joins results of further samples; [ ] = remark or other dose. Unless noted, calls follow the shape of the dose curve; as a rule, active = well fitted curve in the direction sought with a large enough effect; inconclusive = small, poorly fitted or top-dose-only effect, or another doubt; inactive = no such curve, though single readings can be large; an effect the other way counts as inactive or inconclusive.

SMILES	MmCpn inh	TDP43 rescue	Akt phos inh	FUS suppressor	HEK293 tox	PTHR1 agonist	aSyn rescue	Abeta yeast res	GLP1R inv ag
CCOC(=O)c1ccc(N2C(=O)c3n[nH]c(-c4cccs4)c3C2c2ccc(Cl)cc2Cl)cc1 (stereo unspecified)	·	-26%	·	?	?	-95%[inhibitor]	·	-15%	?
COC(=O)C1=C(c2cc3ccccc3o2)C[C@@H]2CC[C@H]1N2C(=O)NCCNC(C)=O	·	5%	i	-6%	6%	-1%	-2%	3%	18%
O=C(NCc1nc2ccccc2[nH]1)C1=C[C@@H](C2CCCCC2)C[C@@H](OCc2ccc(CO)cc2)O1	·	21%	i	32µM*	?	-38%[inhibitor]	5%	1%	?
CCOCCN1CCC(OC(C)=O)C(C)C1 (stereo unspecified)	1%	0%	i	20%	10%	-18%	9%	5%	0%
COc1cc(/C=C/[N+](=O)[O-])ccc1OC(=O)c1cccnc1	1%	?	i	22%	-1%	-55%[inhibitor]	-72%[inhibitor]	-92%[inhibitor]	11%
O=C1NC(=O)C(=Cc2cc([N+](=O)[O-])ccc2N2CCCCC2)C(=O)N1	0%	-11%	i	12%	-29%	i	-1%	9%	-24%
Cc1c(CN2CCC(CO)(CCOc3ccccc3)CC2)[nH]c2c(Cl)cccc12	3%	-1%	i	28%	?	i	1%	-7%	4.5µM*
CC1(C)C2CC=C(CN3CCOCC3)C1C2 (stereo unspecified)	0%	-22%	i	-9%	-2%	-19%	-5%	7%	0%
CC(=O)N1Cc2cnnn2-c2ccccc2C1(C)C#N (stereo unspecified)	·	20%	i	-31%	-4%	i	0%	10%	8%
Cc1ccccc1N1C(=O)NC(=O)/C(=C/c2ccc(N3CCOCC3)o2)C1=O	-3%	-18%	i	12%	?	0%	1%	-10%	7%
CC/C(CC(c1ccccc1)c1c(O)c2ccccc2oc1=O)=N\NC(N)=S (stereo unspecified)	0%	?	i	9%	?	i	-2%	14%	?
C=CCNc1nc(NCc2ccc(N(C)C)cc2)c2sc(-c3ccccc3)cc2n1	·	0%	i	59%	?	-32%[inhibitor]	-6%	-40%	?
Cc1cc(/C=C2\C(=O)NC(=O)N(c3cccc(F)c3)C2=O)c(C)n1-c1ccc(C(=O)O)c(Cl)c1	3%	-5%	i	10%	4%	i	4%	-10%	7%
CCOC(=O)COc1ccc2c(c1)c(C(C)=O)c(C)n2Cc1ccccc1	0%	13%	i	35%	0%[0.307 µM]	-15%	-1%	14%	-2%[0.307 µM]
CCOC(=O)C1(CCc2ccccc2)CCN(C2CCSCC2)CC1	-2%	-20%[0.397 µM]	i	23%	-11%	-27%	-2%	18%	0%
NC(=O)c1ccc(OCCC(O)N2CC=C(c3ccc(F)cc3)CC2)cc1 (stereo unspecified)	0%	3%	i	-16%	6%	-34%[inhibitor]	1%	-5%	-3%
Cc1nn(Cc2ccccc2)c(Cl)c1C(=O)OCC(=O)Nc1cccc2ccccc12	0%	10%	i	·	-2%	-19%	-4%	8%	-9%
Nc1ncn([C@@H]2O[C@H](CO)[C@@H](O)[C@H]2O)c(=O)n1	-1%	17%	i	-33%	?	-15%	1%&10%&3%	-1%	?
CCc1ccc2c(c1)Sc1ccccc1CC2N1CCN(C)CC1 (stereo unspecified)	·	14%	i	27%	?	-16%	0%	-2%	?
Clc1cc(Cl)c(-c2cc(Cl)c(Cl)cc2Cl)cc1Cl	3%	10%	i	-31%	5%	-16%	-1%	-3%	2%
CC(C)n1c(=O)c(C=Nc2ccc(F)cc2)c(O)n(Cc2ccco2)c1=O	-3%	11%	i	15%	0%	-41%[inhibitor]	-5%	-17%	?
Cn1c(O)c(/C=N/NC(=O)c2ccncc2)c(=O)n(C)c1=S	0%	8%	i	11%	65%[activator]	i	-5%	-10%	11%
Cc1cc(C(=O)N2CCC3(CC2)OCCO3)no1	1%	-6%	i	8%	2%	i	-5%	-4%	12%
COC(=O)C1=C(c2ccc(Cl)c(C(F)(F)F)c2)C[C@@H]2CC[C@H]1N2C(=O)NCC1CC1	0%	29%	i	24%	4%	-9%	0%	-18%	?
CC(=NCCCn1ccnc1)c1c(O)n(C2CCCCC2)c(=O)[nH]c1=O	2%	4%	i	1%	4%	-23%	-7%	8%	2%
O=P(Oc1ccccc1)(Oc1ccccc1)C(O)c1ccccc1 (stereo unspecified)	3%	11%	i	-1%	14%	i	-6%	-11%	13%
COC1C(C)OC(OC2CC(C)(O)Cc3cc4c(c(O)c32)C(=O)c2c(O)cc3c(c2C4=O)OC2OC3(C)C(O)C(N(C)C)C2O)C(OC)C1(C)OC (stereo unspecified)	·	22µM*	i	·	?	i	?	2%	?
CC(C)c1ccc(OCC(=O)N2CCN(CCc3ccccn3)CC2)cc1	·	0%	·	-2%	-4%	i	·	2%	?
Cc1ccc(C(=O)Nc2scc(-c3ccccc3)c2C(=O)O)cc1	·	-55%[inhibitor]	i	31%	-11%	-31%[inhibitor]	15%	-20%	?
CCCCn1c(O)c(C(CC)=NCCN2CCOCC2)c(=O)[nH]c1=O	3%	-39%[inhibitor]	·	15%	8%	-5%[57.5 µM]	-6%	-13%	-2%
O=C1NCN(c2ccccc2)C12CCN(C(c1ccnc3ccccc13)c1nnnn1C1CCCC1)CC2 (stereo unspecified)	·	12%	i	4%	0%	-5%	-4%	-5%	26%
COc1ccc(C)cc1N(CC(=O)N1CCC(C)CC1)S(=O)(=O)c1ccc(C)cc1	·	?	·	?	-24%	-16%	·	-18%	-20%
CC(C)C/C(=N/O)c1c[nH]c2ccccc12	1%	?	·	0%	2%	-7%[57.5 µM]	-1%	17%	-16%
O=C(CSc1ccccn1)Nc1cccc2ccccc12	3%	?	i	-2%	5%	i	1%	-11%	-7%
COc1ccc(C(C)=O)cc1CSc1nc(NCc2ccccc2)c2ccccc2n1	·	-2%	·	11%	?	i	·	-2%	-17%
Cc1cc(N2CCCCC2)ccc1C=C1C(=O)N(C)C(=S)N(C)C1=O	-3%	0%	i	41%	-18%	-25%	3%	5%	12%
O=C(Nc1c(F)cc(F)cc1F)c1cccn(Cc2ccccc2)c1=O	-7%	-11%	i	15%	7%	-24%	-1%	-18%	-28%
OC(Cc1ccccc1)(c1ccccc1)C1CN2CCC1CC2 (stereo unspecified)	-2%	5%	i	-8%	-22%	i	-8%	-17%	?
O=C(N/N=C/c1c(O)n(Cc2ccccc2)c(=O)[nH]c1=O)c1ccncc1	-1%	4%	i	?	2%	-24%	-5%	0%	-3%
CCOC(=O)c1c(C)[nH]c(C(=O)C(Cc2ccccc2)N(C)C)c1C (stereo unspecified)	1%	0%	i	·	12%	i	8%	26%	?
Cc1cc(=O)oc2cc(OCC(=O)N3CCN(Cc4ccc5c(c4)OCO5)CC3)ccc12	-1%	9%	i	9%	2%	-87%[inhibitor]	1%	5%	-2%
COc1ccc(-n2nnnc2C(c2cccc3ccccc23)N2CCC(n3c(=O)[nH]c4ccccc43)CC2)cc1 (stereo unspecified)	·	19%	i	?	-11%	-19%	8%	-3%	?

Of the compounds above, these have a Cl atom:
SMILES	MmCpn inh	TDP43 rescue	Akt phos inh	FUS suppressor	HEK293 tox	PTHR1 agonist	aSyn rescue	Abeta yeast res	GLP1R inv ag
CCOC(=O)c1ccc(N2C(=O)c3n[nH]c(-c4cccs4)c3C2c2ccc(Cl)cc2Cl)cc1 (stereo unspecified)	·	-26%	·	?	?	-95%[inhibitor]	·	-15%	?
Cc1c(CN2CCC(CO)(CCOc3ccccc3)CC2)[nH]c2c(Cl)cccc12	3%	-1%	i	28%	?	i	1%	-7%	4.5µM*
Cc1cc(/C=C2\C(=O)NC(=O)N(c3cccc(F)c3)C2=O)c(C)n1-c1ccc(C(=O)O)c(Cl)c1	3%	-5%	i	10%	4%	i	4%	-10%	7%
Cc1nn(Cc2ccccc2)c(Cl)c1C(=O)OCC(=O)Nc1cccc2ccccc12	0%	10%	i	·	-2%	-19%	-4%	8%	-9%
Clc1cc(Cl)c(-c2cc(Cl)c(Cl)cc2Cl)cc1Cl	3%	10%	i	-31%	5%	-16%	-1%	-3%	2%
COC(=O)C1=C(c2ccc(Cl)c(C(F)(F)F)c2)C[C@@H]2CC[C@H]1N2C(=O)NCC1CC1	0%	29%	i	24%	4%	-9%	0%	-18%	?

This is a subset. The share of hits here may be higher or lower than overall.
